Cneo AK release – Cryptococcus neoformans cell lysis inducers, primary screen, AK release luminescence, single concentration | C. neoformans lysis, adenylate kinase release luminescence, 4 h; normalised: neutral wells 0, clomiphene wells 100 | lysis activity, % at 15 µM | actives 0.2% (n = 360,000) | AID 651654, 2012;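 active = mean lysis activity across replicates of at least 80%, whatever share of replicates individually reach that level; inactive = mean lysis activity below 80%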
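read-out = cell lysis signal | test system = log-phase Cryptococcus neoformans yeast cells | input = cells at 5 × 10^6 per mL | medium = fresh YPD growth medium | signal = luminescent adenylate kinase detection reagent | timing = 4 h at 37 °C static, read 1 h later | dosing = single dose | controls = Clomiphene as positive lysis control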
C2C12 statin – suppressors of statin myotoxicity in C2C12 myotubes, primary screen, cell-based, single point, plate reader; C2C12 myotubes + simvastatin, ATP luminescence, 48 h; scaled: DMSO 0, geranylgeraniol control 100; rescue of ATP level, % at 7.49 µM; actives 0.78% (n = 330,000); AID 602340, 2012;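 active = mean ATP rescue above about 67%, or every replicate alone reaching that limit, limit read from the data, passing the limit was not always enough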;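 also: myotubes were challenged with 10 µM simvastatin during compound exposure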
SIRT5 block – SIRT5 desuccinylase inhibitors, primary screen, biochemical, fluorescence imaging, single point, set 5 | AID 652115, 2013 | inhibition, % at 15 µM | actives 1.1% (n = 330,000) | Purified SirT5, succinyl-peptide AMC, trypsin-coupled fluorescence | NAD-dependent protein deacylase sirtuin-5, mitochondrial (Homo sapiens), Q9NXA8; in the data active = inhibition above about 15%
Target sequence (Q9NXA8 whole entry, looked up): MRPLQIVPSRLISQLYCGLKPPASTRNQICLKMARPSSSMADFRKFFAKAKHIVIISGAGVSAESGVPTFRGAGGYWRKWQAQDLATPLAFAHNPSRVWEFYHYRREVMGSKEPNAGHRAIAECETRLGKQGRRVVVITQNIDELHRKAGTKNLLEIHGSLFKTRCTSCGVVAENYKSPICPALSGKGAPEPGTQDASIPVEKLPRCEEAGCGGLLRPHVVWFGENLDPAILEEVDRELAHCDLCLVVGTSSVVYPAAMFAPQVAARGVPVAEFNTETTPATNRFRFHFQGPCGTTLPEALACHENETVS
PGC1a acetyl inh – inhibitors of PGC1a acetylation signal, primary screen, cell-based, U2OS, AlphaScreen, inhibitor mode; AlphaScreen anti-acetyl-lysine; with virally co-expressed GCN5 acetyltransferase; inhibition, % at 15.6 µM; actives 0.17% (n = 350,000); AID 651687, 2012;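 active = every replicate shows inhibition of at least 40%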;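 also: 0% = neutral control wells and 100% = positive control wells; some results beyond the cut were filed as inactive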
S100A4 MyoIIA – inhibitors of S100A4-myosin IIA peptide binding, primary screen, biochemical, fluorescence polarization, TAMRA-MyoIIA peptide. inhibition, % at 10.7 µM. actives 0.14% (n = 360,000). Protein S100-A4 (Homo sapiens), P26447. AID 652163, 2013;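 active = mean inhibition of at least 70% across replicates, with every replicate also reaching that level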
Target sequence (P26447 whole entry, looked up): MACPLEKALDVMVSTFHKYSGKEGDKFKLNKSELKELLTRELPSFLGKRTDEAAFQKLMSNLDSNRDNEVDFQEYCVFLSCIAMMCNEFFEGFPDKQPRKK
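Material: human S100A4 monomer with TAMRA-labelled myosin IIA peptide; buffer or medium: HEPES pH 7.2 with CaCl2, KCl, NaCl, DTT, Triton; compound dosing: one concentration per compound; schedule: 5 min incubation before reading; benchmarks: neutral control DMSO, positive control TFP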
ERAP1 HTS inh – human ERAP1 aminopeptidase inhibitors, primary screen, biochemical, single point, plate reader; recombinant ERAP1, Leu-AMC fluorescence, 60 min; inhibition, % at 10.7 µM; actives 0.15% (n = 340,000);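 active = mean replicate inhibition of at least 30%, or all replicates individually reaching that 30% level; inactive = mean below 30% and not every replicate reaching it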;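 also: 0% = neutral control wells and 100% = L-leucinethiol positive control wells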
Xi reactivation – activators of inactive X chromosome reactivation, primary screen, imaging, XiGFP fibroblasts, GFP high-content imaging, set 2; actives 0.055% (n = 360,000); XiGFP mouse fibroblasts, % GFP-positive cells imaging, 3 d; cells co-treated with 5-aza-dC sensitizer; scaled so ellipticine positive control = 100%; AID 743238, 2013; activation, % at 7.58 µM;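 active = mean normalized replicate activation at least 10% and every replicate at or above 10%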;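 also: 0% = median of on-plate neutral control wells and 100% = ellipticine 6 µM median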
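System: XiGFP fibroblasts, SV40-immortalized. Medium: DMEM plus 5-aza-dC sensitizer. Doses: single point. Timing: 3 d treatment, 15 min room-temperature fixation. Control set: ellipticine 6 µM.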
LGR2 inh – inhibitors of bursicon-induced LGR2 CRE-luciferase signal, primary screen, cell-based, HEK293, CRE-luciferase reporter, bursicon stimulation. actives 0.35% (n = 380,000). bursicon-stimulated, 4 h. AID 720647, 2013. Drosophila bursicon receptor LGR2 (rickets). inhibition, % at 9.99 µM;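 active = drop in luminescence signal, shown as inhibition above about 50% in the replicate tests, limit read from the data, passing the limit was not always enough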;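 also: agonist challenge used bursicon conditioned medium at about half maximal strength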
An asterisk follows results filed as active; . = no result given; & = joins results of further samples.

Each structure is followed by: Cneo AK release	C2C12 statin	SIRT5 block	PGC1a acetyl inh	S100A4 MyoIIA	ERAP1 HTS inh	Xi reactivation	LGR2 inh
> Cc1cc(C)c(S(=O)(=O)Nc2cccc(S(=O)(=O)N3CCOCC3)c2)c(C)c1
→ -5	10	-3	-2	1	-3	0.0	-13
> COc1ccc(NS(=O)(=O)c2ccc(NC(=S)NC(=O)CC(C)C)cc2)cc1
→ 4	-23	.	-17	.	.	.	5
> COc1ccc(CCNC(=S)N2CCN(S(=O)(=O)c3ccccc3F)CC2)cc1
→ 2	.	1	0	-2	0	0.2	2
> O=C1CN(c2nc(-c3cccnc3)nc3scc(-c4ccccc4)c23)CCN1
→ .	.	3	.	-3	-3	0.0	5
> CC1(C(=O)NS(=O)(=O)c2ccc3ccccc3c2)CCN1C(=O)CC1CCCCC1 (configuration not stated)
→ 0	3	.	4	-2	4	0.0	11
> C[C@H]1CN([C@@H](C)CO)C(=O)c2cc(C#Cc3ccccc3F)cnc2O[C@H]1CN(C)C(=O)C1CCCCC1
→ .	-8	.	4	.	.	-1.0	6
> O=C(OCCOCCOC(=O)Oc1ccccc1)Oc1ccccc1
→ -2	0	1	4	1	1	0.0	3
> Cc1cc(C)cc(C(=O)NCC(=O)N2CCC(C(N)=O)CC2)c1
→ -1	3	5	-4	1	-2	0.0	8
> O=C1CN(S(=O)(=O)Cc2ccccc2)C[C@@H]2[C@@H](c3ccc(C#CCC4CCCC4)cc3)[C@@H](CO)N12
→ .	.	6	-16	10	0	.	.
> COc1ccc(-c2cnc3c(c2)C(=O)N([C@H](C)CO)C[C@@H](C)[C@@H](CN(C)C(=O)Cc2ccccc2)O3)cc1
→ -4	-9	0	2	-1	6	-0.6	3
> C[C@@H]1CN([C@H](C)CO)C(=O)c2cccc(NC(=O)Nc3cccc4ccccc34)c2O[C@H]1CN(C)C(=O)Nc1ccc2c(c1)OCO2
→ 0	.	-2	-9	-3	-1	-0.7	4
> COc1ccc(C2=NN(C(N)=S)C(c3ccccc3)C2)cc1 (configuration not stated)
→ .	.	2	-14	-12	1	0.0	-19
> COc1ccc(S(=O)(=O)Cc2ccc(C(=O)O)o2)cc1
→ -1	-5	-3	-3	-1	-5	0.0	2
> CCOC(=O)c1c(C)[nH]c(C)c1S(=O)(=O)NCCc1cccs1
→ -1	6	-2	-14	3	2	0.2	-3
> CN(C)S(=O)(=O)c1cccc(NC(=O)c2c[nH]c3ccccc23)c1
→ -2	-6	-4	.	0	-6	0.0	-30
> COc1ccc(NC(=O)CN(CC(=O)Nc2ccc(OC)cc2)C(C)(C)CO)cc1
→ -2	5	-3	4	2	0	0.1	-21
> C[C@@H]1CN([C@@H](C)CO)C(=O)c2cccc(NC(=O)Nc3ccc4c(c3)OCO4)c2O[C@@H]1CN(C)Cc1ccccc1
→ -6	13	5	.	3	3	0.2	-4
> CC(OC(=O)c1ccc(NC(=O)CC#N)cc1)C(=O)NC(=O)NC1CCCCC1 (configuration not stated)
→ 0	8	1	.	-2	0	0.4	13
> COc1ccc(S(=O)(=O)N(C)C[C@H]2OCCCC[C@H](C)Oc3ccc(NC(=O)CCC(F)(F)F)cc3C(=O)N([C@H](C)CO)C[C@@H]2C)cc1
→ -3	.	5	5	-23	-2	0.1	-3
> O=C(C[C@H]1C[C@@H]2c3cc(NC(=O)c4ccc5c(c4)OCO5)ccc3O[C@@H]2[C@@H](CO)O1)NC1CCCC1
→ 3	0	2	-8	26	-1	0.0	-4
> Cn1[nH]c(=O)c2ccccc2c1=O
→ 0	1	1	-9	-4	1	.	-14
> Cc1cc(C)nc(NC(=O)c2cc([N+](=O)[O-])cc([N+](=O)[O-])c2)n1
→ .	.	9	.	-5	1	-0.1	.
> O=C(Cn1cnc2cc([N+](=O)[O-])ccc2c1=O)NC1CCS(=O)(=O)C1 (configuration not stated)
→ .	.	4	.	3	1	0.1	36
> O=C(OCC(=O)N1CCOCC1)c1cc(=O)[nH]c2ccccc12
→ 1	-1	-4	4	-3	2	-0.1	12
> COc1ccccc1-c1ccc2n(c1=O)C[C@@H]1[C@@H](CO)[C@H](C(=O)N[C@@H](C)c3ccccc3)[C@H]2N1C
→ -2	-7	-3	.	2	3	-0.1	-8
> Cc1ccc(/C=N/Nc2ccc(F)cc2F)s1
→ 6	21	-1	0	-6	-1	0.0	7
> O=C(C[C@@H]1CC[C@@H]2[C@H](COC[C@@H](O)CN2C(=O)Nc2ccc(C(F)(F)F)cc2)O1)NCCc1ccncc1
→ 0	-30	6	-5	-25	-1	0.0	7
> O=C(c1ccco1)N1CCN(C23CC4CC(CC(C4)C2)C3)CC1
→ 0	-3	-1	.	-3	2	-0.1	-7
> C[C@H]1CN([C@@H](C)CO)C(=O)c2ccccc2-c2ccccc2CO[C@@H]1CN(C)C(=O)[C@H](Cc1ccccc1)N(C)C
→ -2	-22	-6	7	-11	1	0.7	25
> COc1cc(/C=C/C(=O)OCC(=O)c2ccc[nH]2)cc(OC)c1OC
→ 2	7	-3	2	-14	4	-0.2	6
> C[C@H]1CCCCO[C@H](CN(C)S(=O)(=O)c2cn(C)cn2)[C@@H](C)CN([C@@H](C)CO)C(=O)c2cc(NC(=O)Nc3cccc4ccccc34)ccc2O1
→ -1	.	3	-12	-22	-2	0.3	-1
> Cn1c(CC(=O)NNC(=O)c2ccc(F)cc2Cl)nc2ccccc21
→ -1	-1	-5	-3	0	-2	-0.1	-9
> O=C(CCSCc1ccc(Cl)cc1)NCCC1=CCCCC1
→ .	.	-4	0	-4	5	-0.1	4
> O=C(C[N+]12CC[N+](CC(=O)c3ccc(F)cc3)(CC1)CC2)c1ccc(F)cc1
→ 3	1	-3	-9	-4	1	0.4	-5
> COc1ccc(NC(=O)N(C)C[C@H]2Oc3cc(C#CCC(C)C)ccc3S(=O)(=O)N([C@H](C)CO)C[C@@H]2C)cc1
→ 0	4	26*	9	-8	1	0.7	16
> COc1ccc(-c2nc(CS(=O)CC(=O)NC(C)CCc3ccccc3)c(C)o2)cc1OC (configuration not stated)
→ -1	22	0	-9	2	4	0.1	-18
> COCCCNC(=O)/C=C/c1ccc(OCc2c(F)cccc2Cl)cc1
→ .	.	6	-1	-1	.	0.1	6
> CN(C)/C=C1\C(=O)N(c2ccc(F)cc2F)C(c2cccnc2)S1(=O)=O (configuration not stated)
→ 4	.	-3	4	3	1	0.1	12
> Nc1c(S(=O)(=O)c2ccccc2)c2nc3ccccc3nc2n1CCN1CCOCC1
→ .	6	-5	-2	2	-30	0.1	-4
> C/C(N)=C(/C#N)C(=O)CSc1nc2ccccc2c(=O)n1CCCOC(C)C
→ .	7	-3	-1	6	-3	0.1	-36
> COc1ccc(C)cc1NC(=O)c1ccc(OCc2c(C)noc2C)cc1
→ .	-3	3	-6	-5	1	0.0	-1
> Cc1noc(C)c1S(=O)(=O)Nc1cccc2c1O[C@@H](CN(C)Cc1ccncc1)[C@@H](C)CN([C@H](C)CO)C2=O
→ -3	.	-1	4	-5	1	-1.1	-16
> COc1ccc(C(=O)Nc2nnc(S(=O)(=O)N3CCOCC3)s2)cc1
→ 0	6	14	2	0	2	0.1	-10
> COc1ccc(-c2cnc3c(NC=O)cc(-c4ccc(S(C)(=O)=O)cc4)cn23)cc1OC
→ -2	-46	.	3	-7	2	0.2	15
> Cc1noc(C)c1NC(=O)Nc1ccc2c(c1)C(=O)N([C@@H](C)CO)C[C@@H](C)[C@H](CN(C)CC1CC1)OCCCC[C@@H](C)O2
→ 7	.	7	2	-14	-1	0.3	3
> COc1ccccc1NC(=O)N1CC(=O)N2[C@H](CO)[C@H](c3ccc(C#CC4CC4)cc3)[C@@H]2C1
→ .	.	-2	0	4	0	0.1	6
> O=C(N[C@@H]1CC[C@H](CCn2cc(C3(O)CCCC3)nn2)O[C@@H]1CO)C1CCC1
→ 0	3	-2	7	1	3	-0.5	0
> O=C(NC(=S)NCc1cccnc1)c1cc(Br)ccc1Cl
→ 2	.	1	-1	-7	0	0.0	-1
> COc1cccc(SCc2noc(C(=O)NC(C)C)c2C(=O)NC(C)C)c1
→ -1	10	-3	.	-3	1	0.0	-4
> O=C(O)c1cccc(-n2sc3ccccc3c2=O)c1
→ -1	12	-1	-4	-5	90*	0.1	16
> CCCNC(=O)N1[C@H](C#N)[C@H](c2ccc(-c3ccccc3F)cc2)[C@@H]1CO
→ -3	14	-3	-16	-2	-4	-0.1	.
> CCCNC(=O)N1CCN(Cc2ccco2)CC1
→ 3	-7	.	-13	.	.	0.0	-2
> COC(=O)CC1Oc2ccc(C)cc2NC1=O (configuration not stated)
→ -2	-3	.	8	34	-1	0.8	-14
> C[C@H](NC(=O)c1nc[nH]c1C(=O)N1CCN(c2ccccc2)CC1)C(=O)OCc1ccccc1
→ 0	0	0	-6	4	6	0.0	6
> CCCCNC(=O)c1ccc(CNc2c(N3CCC(C(=O)OCC)CC3)c(=O)c2=O)cc1
→ .	7	-1&0	-2	19&10	-1&-1	0.2	-6&-8

Quoted at random: 3 records from the list
Each structure is followed by: Cneo AK release	C2C12 statin	SIRT5 block	PGC1a acetyl inh	S100A4 MyoIIA	ERAP1 HTS inh	Xi reactivation	LGR2 inh
> O=C(NC(=S)NCc1cccnc1)c1cc(Br)ccc1Cl
→ 2	.	1	-1	-7	0	0.0	-1
> COc1cccc(SCc2noc(C(=O)NC(C)C)c2C(=O)NC(C)C)c1
→ -1	10	-3	.	-3	1	0.0	-4
> COc1ccc(-c2nc(CS(=O)CC(=O)NC(C)CCc3ccccc3)c(C)o2)cc1OC (configuration not stated)
→ -1	22	0	-9	2	4	0.1	-18

Screening results deposited in PubChem by Broad Institute.

Only part of the results is shown. The share of hits here may be higher or lower than overall.
